From PubChem
RSV antiviral HEp-2: RSV antiviral activity via CPE protection, HEp-2 cells, primary 10 µM value included (AID 2391); HEp-2 cells, RSV-induced CPE inhibition; higher % means a stronger effect; CPE inhibition, % at 10 µM; hits with a dose series show IC50 in µM; 0.13% of 310,000 active; in the data active means a potency from the dose series; inconclusive means CPE inhibition mostly from about 23% at the one dose, without a potency; inactive means the rest, 99 in 100 with CPE inhibition below about 21%; further: strong numbers were not always called active
human PMI inhibition: inhibitors of human PMI, primary screen, biochemical, fluorescence intensity, coupled assay (AID 1209) | purified PMI enzyme, coupled fluorescence intensity; higher % means a stronger effect | 0.42% of 190,000 active | one-dose inhibition, % at 20 µM; IC50 in µM for titrated hits;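 further: plate controls were DMSO vehicle for no effect and wells lacking substrate for full effect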
West Nile antiviral: inhibition of WNV-induced cytopathic effect – cell-based, CPE readout (AID 1621). one-dose CPE inhibition, % at 10 µM; IC50 in µM for titrated hits. West Nile virus-infected cells, CPE inhibition; higher % means a stronger effect. 0.02% of 290,000 active; in the data active means a potency from the dose series; inconclusive means CPE inhibition mostly from about 3.7% at the one dose, without a potency; inactive means the rest, 99 in 100 with CPE inhibition below about 2.2%; further: strong numbers were not always called active
TNAP activation fold: stimulation of alkaline phosphatase TNAP activity – biochemical, luminescent, no phosphate acceptor, uHTS, primary screen (AID 1001). purified TNAP, luminescent activation assay, no phosphate acceptor; higher activation fold means a stronger effect. activation fold at 20 µM; hits with a dose series show EC50 in µM. 0.03% of 200,000 active; in the data active means activation fold from about 3, or a potency from the dose series; inactive means the rest, 99 in 100 with activation fold below about 1.6; further: many of its hits are not listed in these tables
UTI89 phage lysis: inhibition of K1F phage lysis, E. coli UTI89, bacterial capsule biogenesis inhibitors, alamar blue (AID 488966). E. coli UTI89 K1F phage lysis, alamar blue, 2 h; higher % means a stronger effect. inhibition, % at 100 µM; hits with a dose series show IC50 in µM. 0.02% of 340,000 active;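 active means phage lysis inhibition, versus mean bacterial control, above a set limit; inconclusive means no clear call, values can overlap the other calls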;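 further: capsule biogenesis inhibitors block K1F phage lysis so surviving cells raise fluorescence; higher fluorescence means more inhibition of phage lysis; actives were called in the ten point dose series up to 300 µM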
PMI inhibition: MPI inhibition at elevated mannose 6-phosphate – biochemical, fluorescence intensity, high mannose 6-phosphate, primary screen (AID 1220); recombinant PMI enzyme, coupled fluorescence intensity; higher % means a stronger effect; 0.66% of 190,000 active; one-dose inhibition, % at 20 µM; IC50 in µM for titrated hits
T cell HTS: T cell immune modulation candidate | 0.068% of 330,000 active | 2C CD8+ T cell-vesicle binding, flow cytometry; hits give low values | calls only at 7 µM;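 active means response, share of CD8 T cells binding vesicles, and their 90th percentile fluorescence all below set limits, cut at about 80% in these data, passing the limit was not always enough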
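Incubation: binding step 1.5 h, 37 °C, antibody labelling 20 min, ice; system: murine 2C transgenic CD8+ T lymphocytes; technique: cytometric PE anti-B7-1 and Alexa647 anti-CD8 signals after 1% paraformaldehyde fixation; also added: QL9-charged Drosophila Ld/ICAM-1/B7-1 vesicles; control set: naked versus QL9-loaded vesicles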
P. falciparum M17LAP: P. falciparum M17LAP inhibitors, primary screen, biochemical, fluorogenic H-Leu-NHMec substrate, 1536-well (AID 1619). recombinant M17LAP, H-Leu-NHMec fluorogenic kinetic assay; higher % means a stronger effect. 0.38% of 220,000 active. one-dose inhibition, % at 30 µM; IC50 in µM for titrated hits;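 active means compound inhibiting the enzyme by more than half at any dose during confirmatory dose-response retesting; inconclusive means strong single-dose inhibitors picked by rank but not retested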;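 further: plate controls were full reaction with DMSO carrier for no effect and no enzyme background for full effect; strong numbers were not always called active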
M1AAP inhibition: P. falciparum M1AAP inhibitors, biochemical, fluorogenic H-Leu-NHMec substrate, 1536-well (AID 1445); recombinant M1AAP, H-Leu-NHMec fluorogenic kinetic assay; higher % means a stronger effect; one-dose inhibition, % at 30 µM; IC50 in µM for titrated hits; 0.42% of 220,000 active;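 active means primary inhibition above the hit cutoff, then over 50% inhibition at one or more dose response concentrations, cut at about 23% in these data, passing the limit was not always enough; inconclusive means conflicting primary data, or primary hits not chosen for dose response; inactive means low primary inhibition, or under 50% at every dose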;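 further: plate controls were DMSO full reaction for no effect and no enzyme background for full effect; strong numbers were not always called active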
T cell HTS vesicle-bound %: further read-out of T cell HTS, marked with its call; double positive events, %; measured here: CD8+ vesicle-bound cell fraction;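 binding gate set so that unloaded-vesicle control wells show 10% double positive cells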
An asterisk follows results filed as active; i = inactive; ? = inconclusive; . = not tested or not shown; [ ] = dose if it differs, or a comment. Unless noted, no stated cut-off is given here; in the data, active means inhibition above about 50%; inactive means the rest.

Compound | RSV antiviral HEp-2 | human PMI inhibition | West Nile antiviral | TNAP activation fold | UTI89 phage lysis | PMI inhibition | T cell HTS | T cell HTS vesicle-bound % | P. falciparum M17LAP | M1AAP inhibition
O=C(CC1C(=O)NCCN1Cc1c(F)cccc1Cl)NCCCOc1cccnc1 (stereo not drawn) | 0.5% | . | 0.1% | . | 0.0% | . | i | 36 | . | .
Nc1nccc(-c2cccs2)n1 | 0.8% | -4% | -0.3% | 0.9 | 0.3% | -3% | i | 48 | 3% | -2%
CN(C)S(=O)(=O)c1cccc(NC(=O)COC(=O)/C=C/c2ccc(Br)o2)c1 | 1.3% | . | -0.5% | . | 0.2% | . | i | 56 | -2% | 7%
O=C(NC12CC3CC(CC(C3)C1)C2)c1ccc(=O)oc1 | 0.5% | -9% | -0.2% | 1.2 | 0.2% | -12% | i | 4 | 0% | 1%
Cc1cccc(NC(=O)COc2ccc(Br)cc2C)n1 | 0.1% | 7% | 0.1% | 1 | 0.3% | 3% | i | 25 | -10% | 3%
CNC(=S)NNc1nc(C)cc(C)n1 | 0.0% | -6% | -0.1% | 1.8 | -0.9%[50 µM] | -1% | i | 36 | 1% | 3%
Cc1ccccc1C(=O)NC1CCN(C(=O)Nc2ccc(F)cc2)CC1 | 0.4% | . | -0.1% | . | -0.7% | . | i | 49 | . | .
COc1ccccc1N(CC(=O)NCCSCc1cccc(C)c1)S(=O)(=O)c1ccccc1 | 19% | . | -1.2% | . | -0.1% | . | i | 17 | . | .
Cc1ccc(Sc2c(C)nn(C(=O)c3cccc(S(=O)(=O)N4CCOCC4)c3)c2C)cc1 | 1.7% | 10% | 0.0% | 1.1 | 1.1% | 10% | i | 34 | 5% | -3%
CCc1ccccc1NNC(=O)CCc1ccccc1 | . | . | -1.0% | . | 0.0% | . | i | 11 | -3% | 3%
COc1ccc(CCNC(=O)CC(NC(=O)c2ccccc2Cl)c2ccccc2)cc1 (stereo not drawn) | 0.8% | -6% | -0.6% | 1.7 | 2.1%[50 µM] | -5% | i | 50 | 1% | 6%
Cc1cc(F)c(F)c(C(=O)N2CCOCC2)c1Cl | 0.3% | 9% | 0.4% | 1.1 | 3.7% | 9% | i | 37 | 7% | 0%
CCc1nc(Nc2cccc(O)c2)c2oc3ccccc3c2n1 | ? | . | 1.2% | . | -1.1%[50 µM] | . | i | 31 | . | .
CCOC(=O)c1ccc(NC(=S)NN2CCN(C)CC2)cc1 | 1.1% | 8% | -0.8% | 1 | 0.7% | 8% | i | 24 | -10% | 0%
S=C(Nc1ccccc1Oc1ccccc1)NC1CCCC1 | 2.7% | 3% | -1.6% | 1.1 | 0.2% | 3% | i | 42 | -3% | 6%
Cc1cc(C)n(-c2nc3c(c(=O)[nH]c(=O)n3C)n2CC(O)COc2ccc(Cl)cc2Cl)n1 (stereo not drawn) | 0.6% | -1% | -0.1% | 1 | -0.1% | 3% | i | 38 | 20% | -1%
CCOC(=O)c1[nH]c2ccc(F)cc2c1NC(=O)Nc1ccccc1OC | 2.7% | 0% | -0.2% | 1 | 0.1% | 9% | i | 59 | -5% | 1%
CCC(C(=O)O/N=C(\N)c1ccc(Cl)cc1)c1ccccc1 (stereo not drawn) | 9.3% | 1% | 0.1% | 1.2 | 1.3% | -3% | i | 33 | 5% | 2%
O=c1c2ccccc2[nH]c(=S)n1CCCN1CCC(Cc2ccccc2)CC1 | 2.7% | . | -1.6% | . | 0.4% | . | i | 36 | . | .
O=C(O)CN1CCN(Cc2cccc(Cl)c2)C1=O | 3.5% | . | 1.0% | . | 0.1% | . | i | 40 | . | .
Cc1ccc2cc3c(NC(=O)CC(C)C)nn(C)c3nc2c1 | 2.4% | 13% | 0.3% | 1.1 | 0.0% | 13% | i | 5 | -7% | 1%
C/C(=N\NC(=O)c1nnn(-c2nonc2N)c1C(C)C)c1ccncc1 | 6.7% | . | 0.2% | . | 0.1% | . | i | 28 | . | .
COc1ccc(N2C(=O)CC(N3CCN(C(=O)c4ccco4)CC3)C2=O)cc1 (stereo not drawn) | 1.3% | . | 0.9% | 1.1 | 0.2% | . | i | 58 | 16% | -1%
CC(C)(C)C1CCc2c(C(=O)NNC(=O)CCC(=O)O)csc2C1 (stereo not drawn) | 2.6% | 0% | 0.4% | 1.1 | 2.7% | 12% | i | 52 | 14µM* | 7%
CNc1oc(-c2cccs2)nc1S(=O)(=O)c1ccccc1 | 3.8% | -36% | -0.1% | 1.1 | 0.1% | -5% | i | 47 | 6% | 19%
CC(=O)Nc1ccc(NC(=O)C/C(C)=N/NC(=O)C(=O)Nc2ccc(C)c(Cl)c2)cc1 | 1.6% | . | 0.0% | . | 0.5% | . | i | 22 | -1% | 0%
Cc1cc(NC(=O)/C=C/c2ccco2)ccc1NC(=O)c1ccccc1 | 2.7% | 17% | -0.5% | 1.1 | 2.9% | 4% | i | 55 | 4% | 5%
COc1ccc(/C=N/NC(=O)c2ccc3c(c2)OCO3)c(C(=O)O)c1OC | 0.5% | . | 0.2% | . | 0.2% | . | i | 55 | . | .
COc1ccc(C(=O)CSc2nnc(-c3ccc(S(=O)(=O)N4CCOCC4)cc3)o2)cc1 | 1.4% | -3% | 11% | 1.1 | 0.3% | -1% | i | 26 | -2% | -2%
O=C(c1cc(F)ccc1F)C1CCCN(C(=O)CSc2ccccn2)C1 (stereo not drawn) | 3.2% | 9% | -0.6% | 1 | 0.3% | 13% | i | 61 | -4% | -5%

The final four records of the section before open the next one.
Compound | RSV antiviral HEp-2 | human PMI inhibition | West Nile antiviral | TNAP activation fold | UTI89 phage lysis | PMI inhibition | T cell HTS | T cell HTS vesicle-bound % | P. falciparum M17LAP | M1AAP inhibition
Cc1cc(NC(=O)/C=C/c2ccco2)ccc1NC(=O)c1ccccc1 | 2.7% | 17% | -0.5% | 1.1 | 2.9% | 4% | i | 55 | 4% | 5%
COc1ccc(/C=N/NC(=O)c2ccc3c(c2)OCO3)c(C(=O)O)c1OC | 0.5% | . | 0.2% | . | 0.2% | . | i | 55 | . | .
COc1ccc(C(=O)CSc2nnc(-c3ccc(S(=O)(=O)N4CCOCC4)cc3)o2)cc1 | 1.4% | -3% | 11% | 1.1 | 0.3% | -1% | i | 26 | -2% | -2%
O=C(c1cc(F)ccc1F)C1CCCN(C(=O)CSc2ccccn2)C1 (stereo not drawn) | 3.2% | 9% | -0.6% | 1 | 0.3% | 13% | i | 61 | -4% | -5%
CNC(=S)NNC(=O)Cc1ccc(OC)c(OC)c1 | -0.7% | -14% | 0.0% | 0.9 | 0.5% | -6% | i | 38 | 15% | 1%
COC(=O)[C@@H]1C(c2ccccc2)(c2ccccc2)[C@@]1(C)C(=O)OC | 1.6% | 14% | . | 1.1 | 1.2% | 4% | i | 43 | 3% | 0%
Cc1cc(C(=O)N/N=C/c2cc([N+](=O)[O-])cc(C)c2O)n[nH]1 | . | 18% | ? | 1.9 | -0.7% | -29% | . | . | 4% | 23%
O=C(O)CCc1nc(-c2cccs2)no1 | 1.6% | 2% | . | 1.1 | 0.0% | 6% | i | 58 | -5% | 0%
Cc1occc1C(=O)/C(C#N)=C/c1ccc(O)c(Br)c1 | 1.8% | . | -0.1% | . | -0.1% | . | i | 24 | . | .
CCOCC(=O)Nc1cc(C(=O)OC)ccc1C(=O)OC | -0.4% | -10% | 0.0% | 1 | 3.2% | -9% | i | 35 | -10% | 5%
Cc1cccc2nc(CSc3ncccc3C(=O)O)cn12 | 0.7% | -3% | 0.1% | 1.1 | 0.2% | 6% | i | 7 | 19% | 4%
CCOc1ccc(NC(=O)N(c2ccccc2)c2ccccc2)cc1 | -0.1% | . | -0.8% | . | -0.1% | . | i | 65 | . | .
CC(=O)C1=C(C)NC(SCC(=O)c2ccccc2)=C(C#N)C1CC(C)C (stereo not drawn) | -0.8% | -18% | -0.4% | 1.1 | 0.8% | -40% | i | 40 | 18% | 1%
Cc1cccc(C)c1OCC(=O)Nc1ccc(NC(=O)c2ccco2)cc1 | 0.0% | 6% | -0.4% | 1 | 0.4% | -5% | i | 20 | -12% | -1%
COC(=O)C1CCN(C(=O)/C=C/c2ccc3c(c2)OCO3)CC1 | 0.1% | . | -0.3% | . | 0.6% | . | i | 56 | . | .
CC(=O)N1CCC2(CC1)C(C#N)=C(N)OC1=C2C(=O)CC(C)(C)C1 | 0.9% | -1% | 0.3% | 1.1 | 1.9% | -5% | i | 40 | -8% | 1%
CCCc1c(C(=O)Nc2cc(C)on2)cnn1-c1ccccc1 | 0.9% | . | -1.3% | . | 1.0% | . | i | 36 | 8% | 4%
COC(=O)c1c(NC(=O)C(=O)N2CCCCC2)sc2c1CC(C)(C)OC2 | -0.8% | . | -0.3% | . | 0.2% | . | i | 30 | . | .
COc1ccc(NC(=O)Nc2cc3oc4ccccc4c3cc2OC)cc1 | 9.4% | -2% | . | 1.1 | 0.2% | -3% | i | 14 | 7% | -1%
CCC1CCCCN1C(=O)CSc1nnc(CNC(=O)COc2ccc(Cl)cc2)o1 (stereo not drawn) | 0.4% | 6% | -0.3% | 1.2 | 1.5% | 7% | i | 16 | 1% | -1%
CCS(=O)(=O)N1Cc2ccccc2CC1C(=O)NCc1cccc(OC)c1 (stereo not drawn) | 1.3% | . | -0.6% | . | 0.2% | . | i | 17 | . | .
CC1=C(C)/C(=N/OC(=O)c2cccc([N+](=O)[O-])c2)C=CC1=O | 4.9% | 4% | -2.7% | 0.9 | -2.1% | 13% | i | 10 | 35% | 6%
CC(C)CCC(CC(C)O)c1n[nH]c(=S)n1-c1ccccc1 (stereo not drawn) | 3.9% | 15% | -1.2% | 0.9 | 0.3% | 0% | i | 53 | 10% | 0%
Cc1ccc2c(c1)cc1c(=O)n(CC(=O)N(C)c3ccccc3)nc(C)n12 | 5.6% | . | -0.5% | . | 0.3% | . | i | 11 | . | .
CCCNC(=O)c1c(C)cc(=O)oc1C | 0.9% | 5% | 0.2% | 1.1 | 0.3% | 19% | i | 52 | -8% | 5%
COc1cccc(CNc2nc3ccccc3n2CCN2CCCCC2)c1 | -1.5% | -12% | -1.2% | 0.9 | 6.2% | -14% | i | 20 | 20% | 5%
